PGC1a acetyl inh – lowers PGC1a acetylation signal in U2OS cells; AlphaScreen anti-acetyl-lysine; with virally co-expressed GCN5 acetyltransferase; inhibition, % at 15.6 µM; AID 651687; 0.17% of 350,000 active;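 active = every replicate shows inhibition of at least 40%; inconclusive = mean inhibition at least 40% but some replicate below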;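 note: 0% = neutral control wells and 100% = positive control wells; some results beyond the cut were filed as inactive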
FN deposition inh – fibronectin deposition inhibition. AH1F fibroblasts, Alexa488-fibronectin deposition fluorescence, overnight. inhibition, % at 12.6 µM. 0.086% of 350,000 active;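 active = mean inhibition across replicates of 30% or more, regardless of how many single replicates reach that level; inconclusive = mean under 30% yet at least half of replicates reach 30%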;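 note: positive control wells lacked labelled fibronectin entirely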
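material = AH1F fibroblast monolayer depositing Alexa488-labelled fibronectin into matrix | amount = 10000 AH1F cells/well | buffer or medium = DMEM plus 2% serum, read in PBS | incubation = 1 h cell adhesion before compound, then overnight fibronectin incubation | detection = fluorescence at 485 nm excitation, 525 nm emission | evaluation = percent inhibition as loss of matrix-bound fibronectin fluorescence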
PglD DTNB – blocks C. jejuni PglD acetyltransferase activity; inhibition, % at 12.5 µM; AID 602405; 0.098% of 360,000 active; purified PglD enzyme, DTNB colorimetric CoA detection; in the data active = inhibition above about 16%, passing the limit was not always enough; inconclusive = no clear call, values can overlap the other calls; note: strong numbers were not always called active
An asterisk follows results filed as active; ? = inconclusive.

The opening two compounds, to show the layout:
SMILES	PGC1a acetyl inh	FN deposition inh	PglD DTNB
COc1ccc2cc3cc(C(=O)Nc4ccc5c(c4)OCCO5)oc3nc2c1	-7.5	15.9	-1.3
Cc1nc(NC(=O)c2ccc(F)cc2)sc1C(=O)Nc1ccc2c(c1)CCC2	-13.2	-0.4	-2.1

The list itself, repeating the preview:
SMILES	PGC1a acetyl inh	FN deposition inh	PglD DTNB
COc1ccc2cc3cc(C(=O)Nc4ccc5c(c4)OCCO5)oc3nc2c1	-7.5	15.9	-1.3
Cc1nc(NC(=O)c2ccc(F)cc2)sc1C(=O)Nc1ccc2c(c1)CCC2	-13.2	-0.4	-2.1
COc1ccc(S(=O)(=O)NCCSC(C)(C)C)cc1Cl	4.3	2.1	3.1
O=C(CSc1nnc(-c2cccnc2)n1Cc1ccco1)N1CCc2ccccc21	3.9	9.4	-5.0
CCCn1c(=N)n(CC(=O)c2ccco2)c2ccccc21	4.5	2.2	-3.6
CCN(Cc1ccccc1)S(=O)(=O)c1ccc(S(=O)(=O)N(Cc2ccccn2)Cc2ccco2)cc1	12.1	-0.1	1.1
O=C(Nc1ccc([N+](=O)[O-])cc1)/C(=C/c1cccc([N+](=O)[O-])c1)NC(=O)C1CCCCC1	-8.0	7.2	-0.7
O=C(COc1ccc(Cl)cc1Cl)NCCCCc1ccccc1	2.5	5.4	-0.2
CCCCCSc1nnc2c(n1)OC(c1cccn1C)N(C(C)=O)c1ccccc1-2 (configuration not stated)	-0.2	3.2	2.0
Cn1c(=O)c2c(-c3ccccc3)n(C3CCCCC3)cc2n(C)c1=O	0.4	0.0	-4.2
Cc1cc(C)nc(/N=C(\N)C2=C(O)CC(C)(C)CC2=O)n1	-3.1	4.1	6.8
CC1(CC(=O)N/N=C/c2cc(Br)c(O)cc2O)OCCO1	0.3	-1.8	-0.9
Cn1c(=O)n(-c2cccc(Cl)c2)c(=O)c2c3c(sc21)COC(C)(C)C3	-4.7	0.7	0.0
Cn1c(SCC(=O)NCC2CCCO2)nc2c([nH]c3ccccc32)c1=O (configuration not stated)	-6.7	-3.8	3.7
Cc1ccc(NS(=O)(=O)c2cc(C(=O)NCCSc3ccc(C)cc3)ccc2C)cc1	-27.6	2.3	2.2
CCN1CCN(CCNC(=O)c2cn(Cc3ccccc3F)nn2)CC1	-27.9	9.6	10.9
Cc1cc(N2CCN(C/C=C/c3ccccc3)CC2)n2ncnc2n1	8.8	9.8	-0.8
COc1ccc(OC(C)C(=O)N2CCC(C)CC2)cc1 (configuration not stated)	1.9	3.1	1.2
O=C(N/N=C/c1cccc([N+](=O)[O-])c1)c1ccc2nc[nH]c2c1	-0.3	-6.8	-1.2
Cc1cccc(N2C(=O)CC(N3CCN(c4cccc(C(F)(F)F)c4)CC3)C2=O)c1 (configuration not stated)	17.9	7.0	2.3
CC(C)c1ccc(CNC(=O)CSCC(=O)Nc2ccc3ccccc3c2)cc1	-10.9	-14.2	-0.1
COc1cccc(/C=N/NC(=O)C(=O)NCc2cccnc2)c1	5.5	-5.3	-0.8
O=C(CCc1ccccc1)Nc1ccc(Cl)cn1	-18.6	16.6	0.3
O=C(NC1CCCCC1)C(c1cccs1)N(C(=O)C(F)(F)F)c1ccccc1 (configuration not stated)	-18.6	-9.2	4.8
Cc1ccc(CSc2nnc([C@@H]3CCCN3)o2)cc1	0.8	1.3	3.7
Cn1c2ccccc2c(=O)c2c(=O)n(C3CCCCC3)c(-c3cccs3)nc21	-12.6	-4.0	1.3
COc1ccc(/C=N/NC(=O)CCc2c(C)n[nH]c2C)cc1O	-3.9	-1.3	2.8
CN(Cc1ccccc1)S(=O)(=O)c1cccc2cccnc12	-13.7	-1.7	5.1
Cc1cccc(NS(=O)(=O)c2ccc(Oc3ccccc3)cc2)n1	-3.8	13.3	1.6
CC(C)(C)C(=O)NC(=S)Nc1ccccc1C(=O)Nc1ccccc1	2.8	-8.0	-2.9

A second format for six compounds above.
SMILES | PGC1a acetyl inh | FN deposition inh | PglD DTNB
COc1ccc(/C=N/NC(=O)CCc2c(C)n[nH]c2C)cc1O | -3.9 | -1.3 | 2.8
O=C(N/N=C/c1cccc([N+](=O)[O-])c1)c1ccc2nc[nH]c2c1 | -0.3 | -6.8 | -1.2
Cc1ccc(CSc2nnc([C@@H]3CCCN3)o2)cc1 | 0.8 | 1.3 | 3.7
Cc1ccc(NS(=O)(=O)c2cc(C(=O)NCCSc3ccc(C)cc3)ccc2C)cc1 | -27.6 | 2.3 | 2.2
Cn1c(SCC(=O)NCC2CCCO2)nc2c([nH]c3ccccc32)c1=O (configuration not stated) | -6.7 | -3.8 | 3.7
COc1cccc(/C=N/NC(=O)C(=O)NCc2cccnc2)c1 | 5.5 | -5.3 | -0.8

Following part
SMILES	PGC1a acetyl inh	FN deposition inh	PglD DTNB
O=C(CCC1N=C2c3ccccc3N=C(SCc3ccccc3Cl)N2C1=O)NCc1ccco1 (configuration not stated)	0.1	1.9	-4.6
Cc1ccc(CSc2ncccc2C(=O)O)cc1	-8.3	-2.8	3.6
CN(Cc1ccccc1)S(=O)(=O)c1ccc(OCC(=O)N2CCOCC2)cc1	-10.1	0.3	0.6
Cn1c(CNc2nc3ccccc3n2CCN2CCCCC2)nc2ccccc21	2.0	-7.8	1.5
Cc1ccc(CNC(=O)C2CCCN(S(=O)(=O)c3c(C)noc3C)C2)cc1 (configuration not stated)	-1.7	-4.5	-1.3
O=C(CSc1nc(C2CC2)nc2sc3c(c12)CCCC3)NCc1ccco1	3.9	-10.6	-2.8
Cc1ccccc1-c1nc2cc(Cl)ccc2o1	-1.4	7.5	0.0
Cc1oc(-c2cccc(Cl)c2)nc1CN1CCC(C(=O)NCc2cccnc2)CC1	0.8	9.8	0.3
CC(C)C(CCNC(=O)CC(Cc1ccccc1)c1ccco1)c1ccco1 (configuration not stated)	3.4	6.7	-3.2
Cc1cccc(C)c1NC(=S)NN1CCN(C)CC1	23.7	8.7	-0.7
Cc1oc2c(C)c3oc(=O)c4c(c3cc2c1C)CCC4	22.4	-10.0	-7.2
Clc1ccc(Cn2c(-c3cccnc3Cl)nc3ccccc32)c(Cl)c1	-9.1	-1.1	-2.5
Cc1ccc(OCC(O)CN2CCN(CC(O)COC(C)C)CC2)c(C(C)(C)C)c1 (configuration not stated)	-15.5	3.7	-2.5
COc1ccc(-n2cc(C(=O)c3cc4ccccc4oc3=O)c(C(C)=O)n2)cc1	7.1	-0.9	1.3
COc1ccc2c(c1)[nH]c1c(=O)n(CCc3cnc[nH]3)cnc12	24.4	2.0	-2.1
CC(C)CC(=O)NC(=S)Nc1ccc(NC(=O)c2cccs2)cc1	-6.3	2.3	-2.1
CC(NC(=O)c1nn(C)c(=O)c2ccccc12)c1ccc(F)cc1 (configuration not stated)	9.3	3.4	-8.0
COC(=O)c1cc2sc(Cl)cc2n1CC(=O)Nc1ccc(OC)c(OC)c1OC	4.0	6.4	-5.5
CC1CCN(C(=O)CCc2nc3cc(S(=O)(=O)N(C)C)ccc3n2C)CC1	-5.0	-7.9	0.9
Cc1ccsc1-c1nc(CSCC(=O)NCCN2CCCC2)c(C)o1	-0.6	5.3	-5.0
CCCOc1ccc(N2C(=O)CC(SC(=NC)Nc3ccc(F)cc3)C2=O)cc1 (configuration not stated)	3.7	9.2	-2.9
CC(=O)N1Cc2ccccc2CC1C(=O)O (configuration not stated)	-16.2	3.2	-0.2
Cc1nc(C(F)(F)F)c(C(=O)NC(=O)Nc2ccccc2)s1	-0.5	9.2	-3.0
CC(C)CC1C(C#N)=C(N)Oc2n[nH]c(-c3ccccc3)c21 (configuration not stated)	-1.7	-2.8	0.8
COCc1nnc(NC(=O)CC(C)c2ccccc2)s1 (configuration not stated)	5.3	-0.5	-3.4
CCOC(=O)C1CCN(CC(O)COc2ccc(C(C)(C)CC)cc2)CC1 (configuration not stated)	7.5	2.2	4.7
COc1ccc(CN2C(=O)CS(=O)CC2=O)cc1OC	10.0	-8.5	5.7
Cc1cc(C(=O)OCC(=O)N2CCOCC2)c2ccccc2n1	-2.3	-12.0	-2.8
FC(F)Sc1ccc(N=C2NN=C(c3ccc4c(c3)OCCO4)CS2)cc1	-7.6	6.8	-4.3
CCCCCn1c(CN2CCN(Cc3ccccc3)CC2)nc2c1c(=O)[nH]c(=O)n2C	8.9	10.2	5.0
COC(=O)c1ccccc1NC(=O)c1ccccc1NS(C)(=O)=O	-4.7	1.6	8.7
CCC(=O)c1ccccc1OCCCN1C(=O)NC(C)(C)C1=O	9.8	12.2	11.8
O=C(NC1CCCCC1)C(Cc1ccccc1)NS(=O)(=O)c1cccs1 (configuration not stated)	-14.3	0.1	1.2
Cc1cc(N2CCN(C)CC2)nc2ccc(NC(=O)c3ccc(Br)o3)cc12	-4.9	3.6	2.2
COc1ccc(CNC(=O)c2cnccn2)cc1	-2.9	2.7	-0.3
CCCCCOC(=O)Cc1c(O)c2ccccc2n(C)c1=O	?	2.7	7.4
NC1=NC(=O)C(Cc2cc(Cl)ccc2Cl)S1 (configuration not stated)	10.3	-1.8	1.8
COc1ccccc1C(=O)Nc1sc2c(c1C(=O)NCc1ccco1)CCCC2	-5.5	-9.2	-1.8
CC1(C)NC(=O)N(CC(=O)OCC(=O)Nc2cccc(F)c2)C1=O	-8.0	-8.7	0.8
COc1ccc(-n2c(=O)[nH]cc(C(=O)Nc3ccc(NC(C)=O)cc3)c2=O)cc1	10.5	-1.1	5.5
CCO/C=C/C(O)(CNC(=O)COc1ccccc1F)C(F)(F)F (configuration not stated)	-5.7	6.9	4.5
COc1cc2cc3c(N)c(C(=O)Nc4sc(C)c(C)c4C#N)sc3nc2cc1OC	-2.0	9.4	3.7
CCCCNC(=O)c1ccc(NC(=O)C2CCCO2)cc1 (configuration not stated)	5.2	0.1	6.0
CC(C)Cn1c(SC(C)C(=O)Nc2ccc3c(c2)OCCO3)nc2ccccc2c1=O (configuration not stated)	-10.2	-2.8	-2.7
O=C(NC1CCCCC1)c1ccc(N2CCCC2=O)cc1	4.0	0.7	-3.3
COc1cc2c(cc1OC)C(C(=O)NCc1cccnc1)C(c1cccnc1)N(C)C2=O (configuration not stated)	8.1	3.7	2.3
O=C(C(NS(=O)(=O)c1cccs1)c1ccccc1)N1CCN(c2ccccc2F)CC1 (configuration not stated)	-0.7	3.3	-0.6
COc1ccc(C2C(C(=O)N3CC(C)CC(C)C3)c3ccccc3C(=O)N2C)cc1 (configuration not stated)	1.6	-0.3	-1.2
CCN(CC)S(=O)(=O)c1ccc(NC(=O)Nc2cccc(C(F)(F)F)c2)cc1	31.8	4.3	-0.7
O=C1CCCC2=C1C(O)(C(F)(F)F)C(=O)N2Cc1ccccc1 (configuration not stated)	5.0	4.6	2.3

New compounds follow.
SMILES	PGC1a acetyl inh	FN deposition inh	PglD DTNB
Cc1cc2nc(C3CCCN(C(=S)Nc4ccccc4C)C3)[nH]c2cc1C (configuration not stated)	-16.4	-12.1	-2.0
Cc1c(C(=O)N2CCOCC2)oc2c1C(=O)CC(C)(C)C2	8.1	-0.2	1.0
CNC(=O)COc1ccccc1C(=O)Nc1ccc2c(c1)oc1ccccc12	3.9	-44.9	-3.9
Cc1cc(C(=O)CSCCCn2c(=O)[nH]c3ccccc32)c(C)n1C	-2.5	-7.1	-4.6
CC(C)(C)N1CC2(c3ccccc3)CN(C(C)(C)C)CC(c3ccccc3)(C1)C2=O	10.9	3.1	-4.1
CCNC(=O)NC(=O)C(C)SCc1ccccc1C (configuration not stated)	-10.7	0.2	-3.3
O=C1c2ccccc2C(=O)N1Cc1nc2ccccc2c(=O)n1CCCN1CCOCC1	4.6	1.8	-1.3
O=C(Nc1ccccc1N1CCOCC1)c1ccccc1NS(=O)(=O)c1ccc(F)cc1	5.2	-7.9	-1.5
CCOc1nc(NC2CCCCC2)nc(NC(C)(C)C)n1	-19.3	-1.9	0.2
CCCn1c(CN(C)Cc2ccccc2)nc2c1c(=O)n(C)c(=O)n2C	2.3	1.8	0.4
CC1CCCCC1NC(=O)COC(=O)c1ccc(S(=O)(=O)NCc2ccco2)cc1 (configuration not stated)	6.7	2.6	0.1

Sorted by molar mass (high to low): some entries from above
SMILES	PGC1a acetyl inh	FN deposition inh	PglD DTNB
O=C(Nc1ccccc1N1CCOCC1)c1ccccc1NS(=O)(=O)c1ccc(F)cc1	5.2	-7.9	-1.5
CC1CCCCC1NC(=O)COC(=O)c1ccc(S(=O)(=O)NCc2ccco2)cc1 (configuration not stated)	6.7	2.6	0.1
CC(C)(C)N1CC2(c3ccccc3)CN(C(C)(C)C)CC(c3ccccc3)(C1)C2=O	10.9	3.1	-4.1
Cc1cc(C(=O)CSCCCn2c(=O)[nH]c3ccccc32)c(C)n1C	-2.5	-7.1	-4.6

From PubChem BioAssay

A portion of the library; rates above refer to the full screens.
